HGIII-sPLA2 inh = Inhibits HGIII-sPLA2 liposome hydrolysis, primary screen; QFRET BODIPY PC-A2 liposome hydrolysis, fluorescence; actives 0.56% (n = 370,000); inhibition, % at 12.2 µM; Q9NZ20;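 active = inhibition above mean plus 3 SD of compounds lying within the high and low control bounds, cut at about 19% in these data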;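 also: 0% = median of test compound wells and 100% = no enzyme DMSO wells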
PLCg1 inh = PLC-gamma1 (human) inhibition, primary screen. P19174. inhibition, % at 12.2 µM. purified PLC-gamma1, fluorogenic substrate, fluorescence. actives 0.84% (n = 370,000); in the data active = inhibition above about 9.5%
Tn6 DDE FP = DD(E)-Tn6 binding inhibition, primary FP screen. inhibition, % at 8.3 µM. Fibrin DD(E) TRITC-Tn6 fluorescence polarization displacement. P02675. actives 0.21% (n = 370,000). AID 720509;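 active = inhibition above a per-campaign cutoff: mean of compounds within control limits plus 3 SD, cut at about 15% in these data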;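 also: 0% = median of all compound wells on the plate and 100% = blocking peptide control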
PLCb3 inh = inhibitors of human phospholipase C beta3 | inhibition, % at 12.2 µM | Purified PLC-beta3, fluorogenic substrate, fluorescence | Q01970 | actives 0.18% (n = 370,000); in the data active = inhibition above about 11%;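 also: 0% = median of compound wells on plate and 100% = full blocker control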
ASAP1 GAP inh = inhibitors of human ASAP1 ArfGAP activity | Q9ULH1 | ASAP1-stimulated ARF1 GTP hydrolysis, GDP FP detection | inhibition, % at 16.5 µM | actives 0.19% (n = 360,000); in the data active = inhibition above about 25%;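 also: 0% = vehicle with enzyme and substrate and 100% = no enzyme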
NR1D1 modulator = Rev-erb alpha (human) modulation; Rev-erbα–FITC-DNA binding, fluorescence polarization, 90 min; actives 0.79% (n = 370,000); P20393; activity, % at 10 µM;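 active = activity above about 14%, limit read from the data; passing the limit was not always enough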;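 also: 0% = DMSO wells with 35 nM protein and 100% = DMSO wells with 750 nM protein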
proKLK7 act = activators of human kallikrein-7 zymogen; activation, % at 7 µM; actives 0.9% (n = 370,000); AID 652039; P49862; purified proKLK7, EDANS-DABCYL substrate fluorescence; 100% is mature enzyme control, 0% vehicle;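 active = activation above the mean of all tested compounds plus 3 SD, computed per campaign excluding outliers beyond control limits, cut at about 13% in these data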
UHRF1 MBD2 ctr = blocks human UHRF1 binding to methylated DNA. Q96T88. UHRF1 binding to methylated oligo, TR-FRET. AID 687016. actives 0.75% (n = 370,000). inhibition, % at 4.4 µM; in the data active = inhibition above about 21%;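 also: UHRF1 SRA domain binding a hemimethylated CpG hairpin DNA probe; 0% = median of test compound wells and 100% = reference inhibitor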
Target sequence (Q96T88 whole entry, looked up, the tested form may be a part): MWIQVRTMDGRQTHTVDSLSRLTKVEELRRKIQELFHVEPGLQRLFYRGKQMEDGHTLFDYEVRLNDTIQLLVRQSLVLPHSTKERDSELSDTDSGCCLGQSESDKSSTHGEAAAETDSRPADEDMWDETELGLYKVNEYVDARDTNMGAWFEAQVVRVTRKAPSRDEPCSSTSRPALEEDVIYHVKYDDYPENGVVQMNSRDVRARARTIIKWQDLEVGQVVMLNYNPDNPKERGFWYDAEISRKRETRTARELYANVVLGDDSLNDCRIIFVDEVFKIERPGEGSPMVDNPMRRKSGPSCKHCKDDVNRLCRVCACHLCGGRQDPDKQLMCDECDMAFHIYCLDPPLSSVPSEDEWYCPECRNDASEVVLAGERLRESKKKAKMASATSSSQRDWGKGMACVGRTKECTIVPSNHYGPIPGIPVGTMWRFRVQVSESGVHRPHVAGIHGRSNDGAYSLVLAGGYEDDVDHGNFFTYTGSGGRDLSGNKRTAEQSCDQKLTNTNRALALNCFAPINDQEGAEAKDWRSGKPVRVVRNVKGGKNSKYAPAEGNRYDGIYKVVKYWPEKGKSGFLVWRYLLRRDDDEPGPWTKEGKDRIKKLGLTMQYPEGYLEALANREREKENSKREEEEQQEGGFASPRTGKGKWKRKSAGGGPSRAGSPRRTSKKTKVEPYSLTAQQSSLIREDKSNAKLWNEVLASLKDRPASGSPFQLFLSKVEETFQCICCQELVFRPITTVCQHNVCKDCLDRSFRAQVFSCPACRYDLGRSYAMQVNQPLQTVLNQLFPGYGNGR
ARFGAP1 inh = inhibitors of rat ARFGAP1; inhibition, % at 16.5 µM; actives 0.26% (n = 360,000); Arfgap1-stimulated ARF1 GTP hydrolysis, GDP FP detection; Q62848;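 active = inhibition above a per-plate limit, mean inhibition of low control wells plus 3 SD, cut at about 25% in these data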;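 also: 0% = DMSO wells with enzyme and 100% = wells lacking Arfgap1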
Target sequence (Q62848 1-136 limits assumed): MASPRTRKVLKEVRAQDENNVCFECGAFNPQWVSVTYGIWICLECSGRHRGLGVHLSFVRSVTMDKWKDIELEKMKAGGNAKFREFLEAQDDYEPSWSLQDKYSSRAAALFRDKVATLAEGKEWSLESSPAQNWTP
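system = rat Arfgap1 catalytic domain, aa 1-136 | technique = FP, GDP Alexa 633 tracer displaced from anti-GDP antibody, 620/688 nm | compound = one concentration, 16.5 µM, DMSO 1.26% | medium = HEPES-based buffer, pH 7.5 | timing = compound-enzyme preincubation 20 min, reaction 120 min, detection 60 min, 25 °C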
Tn7 DDE FP = DD(E)-Tn7 binding inhibition, primary FP screen; inhibition, % at 8.3 µM; FP displacement of FITC-Tn7 peptide from fibrin DD(E); 0% = median of compound wells per plate; P02675; AID 720508; actives 0.13% (n = 370,000);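 active = inhibition above the mean of compounds falling within the control limits plus 3 SD of them, cut at about 14% in these data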;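 also: 0% = plate median of compound wells and 100% = 10 µM Aha-Tn7 peptide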
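System: human fibrin DD(E); quantity: Fibrin-DD(E) at 2 µM final; also added: fluorescent Tn7 probe at 0.1 µM; compound dosing: single nominal test concentration of 8.3 µM per compound; schedule: 10 min preincubation, 3 h with tracer, room temperature; detection: fluorescence polarization of the labelled Tn7 tracer; repeats: one replicate per compound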
Numbers without * were called inactive; / = no result given.

SMILES	HGIII-sPLA2 inh	PLCg1 inh	Tn6 DDE FP	PLCb3 inh	ASAP1 GAP inh	NR1D1 modulator	proKLK7 act	UHRF1 MBD2 ctr	ARFGAP1 inh	Tn7 DDE FP
CCc1ccc(OC)c(S(=O)(=O)Nc2ccc(Cc3ccncc3)cc2)c1	-34	14*	3	-4	2	-5	0.3	4	1	-2
COc1ccc(CCNC(=O)CSc2cc(=O)[nH]c(N)n2)cc1OC	2	-1	0	-1	0	-3	-0.1	24*	5	3
O=C(CNCCCO)Nc1cc(C(F)(F)F)cc(NC(=O)CNCCCO)c1Cl	8	4	-4	0	-13	-3	-0.3	2	8	2
COc1cc(C(=O)/C=C/c2cccnc2)ccc1O	4	2	0	-1	8	9	0.2	-3	-4	-10
CN1CCN(c2ccc(NC(=O)c3ccco3)cc2Cl)CC1	1	3	-5	-11	-10	5	0.5	1	5	-5
COC(=O)c1ccc(N2C(=O)CC(SCCN)C2=O)cc1 (centres undefined)	0	-2	5	2	0	-4	0.0	3	-4	4
CCCCCCNC(=O)O[C@]12C[C@@H](C(=O)OC)[C@@H](C(=O)OC)C[C@@]1(O)CN(S(=O)(=O)c1ccc(C)cc1)C2	-23	0	-3	2	-8	-6	0.0	3	-17	5
Cc1nnc(NC(=O)c2ccc(C)c(S(=O)(=O)N3CCOCC3)c2)s1	5	2	1	1	-4	1	0.1	3	-18	0
O=C(Nc1ccccc1Cl)c1ccccc1CC(O)(c1ccccc1)c1ccccc1	-13	2	0	7	-2	7	0.3	2	-10	8
COC1CCCCC1Nc1cc(C)ccc1C (centres undefined)	-8	9.5*	4	4	17	8	0.2	3	-4	-3
CCOCC(=O)Nc1nnc(Cc2ccc(OC)cc2)s1	-4	-1	-4	-2	-6	-5	0.5	0	6	-8
Cc1ccc(NC(=S)NC2CC3CCCC(C2)N3Cc2cccs2)cc1 (centres undefined)	-6	-1	5	5	-1	5	-0.1	0	-5	6
COc1ccc(NS(=O)(=O)c2ccc(NC(=O)c3ccccc3)cc2)nn1	1	1	1	-1	-4	-9	0.7	3	1	3
CCC(C)C(=O)Nc1nnc(-c2cccs2)s1 (centres undefined)	0	-14	1	-24	-1	4	-2.9	2	-8	3
COc1ccc(NC(=O)N(C)C[C@H]2Oc3ccc(NS(=O)(=O)c4c(C)noc4C)cc3C(=O)N([C@H](C)CO)C[C@@H]2C)cc1	-5	0	-12	-1	0	0	0.6	-3	-21	5
NCCc1nnc(SCC(=O)Nc2cccc(Cl)c2)o1	12	-2	0	-8	1	6	-0.1	1	2	0
CCOC(=O)Cc1csc(SCC(=O)Nc2cc(C)ccc2OC)n1	0	1	-7	4	8	5	0.0	2	2	-7
CN1CCCC1=Nc1ccccc1	1	3	0	0	5	-3	-1.0	-2	2	-2
Cc1ccc(-c2csc3ncn(CC(=O)O)c(=O)c23)cc1C	-2	1	4	-3	8	1	-0.2	-2	12	-6
C#CCOCCOCCOCCNc1nc(N2CCN(C(=O)[C@H]([C@@H](C)CC)n3cc([C@@H](N)CO)nn3)CC2)nc(N2CCN(C(=O)[C@H](Cc3ccc(O)cc3)n3cc([C@@H](N)CC(C)C)nn3)CC2)n1	-5	0	2	1	6	-4	-0.1	11	4	6

Entries of single compounds as entered above:
`COc1ccc(NS(=O)(=O)c2ccc(NC(=O)c3ccccc3)cc2)nn1` is entered as HGIII-sPLA2 inh = 1; PLCg1 inh = 1; Tn6 DDE FP = 1; PLCb3 inh = -1; ASAP1 GAP inh = -4; NR1D1 modulator = -9; proKLK7 act = 0.7; UHRF1 MBD2 ctr = 3; ARFGAP1 inh = 1; Tn7 DDE FP = 3
`O=C(Nc1ccccc1Cl)c1ccccc1CC(O)(c1ccccc1)c1ccccc1` is entered as HGIII-sPLA2 inh = -13; PLCg1 inh = 2; Tn6 DDE FP = 0; PLCb3 inh = 7; ASAP1 GAP inh = -2; NR1D1 modulator = 7; proKLK7 act = 0.3; UHRF1 MBD2 ctr = 2; ARFGAP1 inh = -10; Tn7 DDE FP = 8
`CCC(C)C(=O)Nc1nnc(-c2cccs2)s1` (centres undefined) is entered as HGIII-sPLA2 inh = 0; PLCg1 inh = -14; Tn6 DDE FP = 1; PLCb3 inh = -24; ASAP1 GAP inh = -1; NR1D1 modulator = 4; proKLK7 act = -2.9; UHRF1 MBD2 ctr = 2; ARFGAP1 inh = -8; Tn7 DDE FP = 3

Further results:
SMILES	HGIII-sPLA2 inh	PLCg1 inh	Tn6 DDE FP	PLCb3 inh	ASAP1 GAP inh	NR1D1 modulator	proKLK7 act	UHRF1 MBD2 ctr	ARFGAP1 inh	Tn7 DDE FP
CCCCCOc1ccc(/C=N/NC(=O)CSc2nnc(-c3ccc(OC)cc3)n2-c2ccc(C)cc2)cc1	-4	2	-6	2	/	-12	0.2	-2	/	1
O=C(NCc1ccco1)c1cc(-c2ccccc2)nn1CC1CC(c2cccc([N+](=O)[O-])c2)=NO1 (centres undefined)	-15	0	-4	-1	3	-1	0.2	-3	14	-6
Cc1ccc(/C=N/NC(=O)c2ccoc2C)s1	2	-2	2	-1	17	0	0.3	-3	-4	-9
CN(Cc1nc2ccccc2c(=O)[nH]1)Cc1cc(=O)oc2ccc3ccccc3c12	5	-6	14	-9	-4	-2	0.6	0	6	2
Cc1cc(N2CCC(C)CC2)n2ncc(-c3ccccc3)c2n1	3	-236	2	-326	-4	9	-1.0	-5	3	-2
CCOC(=O)c1c(C)n(C)c2ccc(O)c(CN3CCCCC3)c12	-9	0	-2	1	-1	1	-0.3	-1	4	-6
N#Cc1cccc(C(=O)N2CCC(Oc3cccnc3)CC2)c1	-3	-1	-4	-36	/	-5	0.0	-1	/	-3
O=C(Nc1ccc(Cl)cc1)[C@@H]1[C@@H]2C(=O)N(c3cccc(F)c3)C(=O)[C@@H]2[C@H]2C=CC=NN21	-8	-38	4	-64	-6	-5	5.2	-3	3	6
COCN(C#N)c1nc(OC)nc(OC)n1	0	4	4	4	2	-1	-0.7	3	3	-2
Cc1nonc1NC(=O)CSc1nc2ccccc2o1	-7	0	7	-1	-15	-6	-0.5	18	-11	-1
COc1cccc(-c2nn(-c3ccccc3)cc2C(=O)Nc2nccs2)c1	-3	3	-18	-2	13	9	0.4	1	12	4
CCOc1ccccc1/C=C(\C#N)C(=O)Nc1cccc(C(=O)O)c1	-3	4	-4	-5	6	-3	-0.7	3	2	-3
COCCN1Cc2cccc(C(=O)Nc3cccc(-c4nc5ccccc5[nH]4)c3)c2C1=O	-9	0	1	-3	5	0	-19	-2	1	-2
O=C(c1ccco1)N1CCN(S(=O)(=O)c2cccc(Cl)c2)CC1	-1	5	7	-6	-2	-3	-0.1	0	-8	1
CCCN(CCC)CC(O)CN(c1cc([N+](=O)[O-])ccc1OC)S(=O)(=O)c1ccccc1 (centres undefined)	-2	2	0	5	16	1	0.0	-3	-3	-11
Cc1cccc(C(=O)NNC(=O)C2CCCO2)c1 (centres undefined)	4	0	-2	4	0	-3	0.4	-2	13	5
CC(Sc1nnc(CN2CCCC2)n1Cc1ccccc1)C(=O)Nc1ccc(F)cc1Cl (centres undefined)	-1	2	-1	-3	-8	-1	-0.1	-1	-2	0
CCOC(=O)CN1C(=O)N[C@@H](c2cccc(F)c2)C(C(=O)OC)=C1C	3	-2	-2	-1	0	13	-0.1	12	-8	-2
COc1ccc(S(=O)(=O)N2CCOCC2)cc1NC(=O)CSc1nc(C)c(C)c(C)n1	1	2	2	0	-1	2	-0.6	-3	-2	3
COCCOc1ccc(C(F)(F)F)cc1N	6	2	-2	1	6	-3	0.0	1	7	2

4 compounds from above, arranged by number of heavy atoms, descending.
SMILES	HGIII-sPLA2 inh	PLCg1 inh	Tn6 DDE FP	PLCb3 inh	ASAP1 GAP inh	NR1D1 modulator	proKLK7 act	UHRF1 MBD2 ctr	ARFGAP1 inh	Tn7 DDE FP
O=C(Nc1ccc(Cl)cc1)[C@@H]1[C@@H]2C(=O)N(c3cccc(F)c3)C(=O)[C@@H]2[C@H]2C=CC=NN21	-8	-38	4	-64	-6	-5	5.2	-3	3	6
CN(Cc1nc2ccccc2c(=O)[nH]1)Cc1cc(=O)oc2ccc3ccccc3c12	5	-6	14	-9	-4	-2	0.6	0	6	2
Cc1cc(N2CCC(C)CC2)n2ncc(-c3ccccc3)c2n1	3	-236	2	-326	-4	9	-1.0	-5	3	-2
COCCOc1ccc(C(F)(F)F)cc1N	6	2	-2	1	6	-3	0.0	1	7	2

More results follow:
SMILES	HGIII-sPLA2 inh	PLCg1 inh	Tn6 DDE FP	PLCb3 inh	ASAP1 GAP inh	NR1D1 modulator	proKLK7 act	UHRF1 MBD2 ctr	ARFGAP1 inh	Tn7 DDE FP
O=C(CCSc1ccc(Cl)cc1)NC1CCCCC1	3	2	-2	-1	1	-4	0.1	6	9	6
CN(CC(=O)Nc1cccc(F)c1)CC(=O)N(C)c1c(N)n(Cc2ccccc2)c(=O)[nH]c1=O	0	9	5	3	-18	-9	0.1	3	3	-11
Cc1ccc(C)c(N2N=C(C(=O)OCc3nnc(-c4cccs4)o3)CCC2=O)c1	6	-8	-5	-17	5	1	-0.9	2	9	-4
COc1cc(/C=N/NC(=O)c2nnn(-c3nonc3N)c2-c2cccs2)ccc1O	-17	-6	-2	-13	10	1	-0.1	-2	10	-2
COc1ccc(-n2cnnc2SCc2cnc(-c3ccccc3)s2)cc1	-5	1	-1	3	-3	-3	0.0	0	2	3
CCOc1ccccc1NC(=O)C(=O)NCCC1=CCCCC1	1	-1	-5	-8	-12	2	-0.3	1	3	1

Compounds as they come. About 4.5% of those tested had a hit in this group.
